Screens: PubChem, several laboratories
DAGLB inh: DAGLB lipase inhibitors, primary screen, biochemical, fluorescence, HTS; Diacylglycerol lipase-beta (Homo sapiens), Q8NCG7; AID 504411, 2011; inhibition, % at 5.17 µM; HEK293T DAGLB membrane lysate, EnzChek fluorogenic substrate; actives 0.059% (n = 340,000); in the data active = inhibition above about 34%;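 note: 0% = enzyme with vehicle and 100% = wells lacking enzyme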
CDK5 inh: inhibitors of human CDK5/p35 kinase, primary screen, biochemical, single concentration; Recombinant CDK5/p35, ADP-Glo luminescence, 60 min; actives 0.01% (n = 330,000); Cyclin-dependent kinase 5 (Homo sapiens) + Cyclin-dependent kinase 5 activator 1 (Homo …; inhibition, % at 10 µM;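 active = highest replicate inhibition of at least 50% and at least 75% of replicates reaching 50%; inconclusive = only one of the two criteria met; inactive = both criteria failed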;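 note: plate controls were DMSO neutral control for no effect and GW8510 at 10 µM for full effect; many of its hits are not listed in these tables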
Target sequence (Q00535 whole entry, looked up): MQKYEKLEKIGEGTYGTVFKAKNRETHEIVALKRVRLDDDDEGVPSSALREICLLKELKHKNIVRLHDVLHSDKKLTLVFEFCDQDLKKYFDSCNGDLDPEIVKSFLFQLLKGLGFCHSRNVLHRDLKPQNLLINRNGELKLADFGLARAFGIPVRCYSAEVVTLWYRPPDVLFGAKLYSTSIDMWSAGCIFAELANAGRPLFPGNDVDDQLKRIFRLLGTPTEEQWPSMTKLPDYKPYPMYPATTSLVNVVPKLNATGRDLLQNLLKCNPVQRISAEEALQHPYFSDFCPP
Target sequence (Q15078 whole entry, looked up): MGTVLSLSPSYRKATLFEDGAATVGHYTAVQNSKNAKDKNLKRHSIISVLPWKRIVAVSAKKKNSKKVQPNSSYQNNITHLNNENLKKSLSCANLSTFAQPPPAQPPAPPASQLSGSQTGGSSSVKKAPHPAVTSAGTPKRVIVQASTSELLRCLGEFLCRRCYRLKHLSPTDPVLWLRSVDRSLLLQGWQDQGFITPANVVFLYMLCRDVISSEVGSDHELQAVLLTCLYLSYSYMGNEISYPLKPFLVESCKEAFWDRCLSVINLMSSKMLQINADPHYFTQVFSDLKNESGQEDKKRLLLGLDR
Tat export inh: E. coli Tat export inhibitors, primary screen, MC4100, TorA-mCherry reporter, fluorescence, single point | inhibition, % at 10 µM | actives 0.036% (n = 340,000);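 active = mean replicate inhibition at least 50% and at least half of replicates individually reaching 50%; inconclusive = only one of the two criteria met; inactive = neither criterion met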;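 note: exported cargo escapes ClpAP degradation while cytoplasmic cargo is degraded and loses fluorescence; 0% = median of neutral control wells and 100% = median of NaSCN control wells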
PKA-R1A activ: activators of PKA-R1A holoenzyme, primary screen, biochemical, fluorescence polarization, Cy5-IP20, bovine R1A, mouse PKAc. activation, % at 11.4 µM. PKA-R1A dissociation; scaled: DMSO 0%, 113 µM cGMP 100%. actives 0.083% (n = 340,000). AID 504707, 2011;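 active = percent activation above the mean of all tested compounds plus 3 SD, cut at about 19% in these data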;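 note: higher means more PKAc released from R1A so a rise in polarization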
Ecoli viability: E. coli V3065 growth inhibition, primary screen, counter-screen for AddAB inhibitor project, absorbance, OD600; 18 h; inhibition, % at 11.9 µM; actives 0.27% (n = 330,000); AID 449728, 2010;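 active = inhibition above the campaign's mean inhibition across all tested compounds plus 3 SD, cut at about 9.9% in these data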;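 note: uninfected addAB+ strain grown without phage in ampicillin broth; 0% = DMSO wells and 100% = ciprofloxacin 0.95 µg/ml wells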
AddAB inh: growth inhibition of E. coli expressing H. pylori AddAB, primary screen, AddAB inhibitor project, absorbance | actives 0.29% (n = 330,000) | inhibition, % at 11.9 µM | AID 435030, 2010; in the data active = inhibition above about 12%;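 note: 0% = vehicle wells of infected cells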
SUMO Mot1 rescue: yeast Mot1-301 growth rescue at high temperature, primary screen, SUMOylation pathway inhibitor project, S. cerevisiae, ATP luminescence, 38.5C; growth rescue, % at 18.8 µM; S. cerevisiae Mot1-301 growth rescue; percent above DMSO median, 100 means doubled; actives 1% (n = 320,000); AID 2716, 2010;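 active = every valid replicate shows activation above 250% relative to neutral control wells; inactive = the rest, any valid replicate at or below 250%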;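 note: OY570 slx delta 5 strain wells were the positive control but not used for scaling; some compounds called inactive have numbers as strong as hits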
HTR5A inv ctr: HTR5A inverse agonists in luminescence cell assay, primary screen, counter-screen for OPRM1-OPRD1 heterodimer inverse agonist project, full-deck HTS; 5-hydroxytryptamine receptor 5A (Homo sapiens), P47898; HTR5A cell line, inverse agonism; inhibition, % at 9.3 µM; actives 0.083% (n = 340,000); AID 504634, 2011; in the data active = inhibition mostly above about 23%, no sharp cut-off; inactive = mostly below about 18%;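 note: 0% = cells with DMSO and 100% = no-cell wells with DMSO; some compounds called inactive have numbers as strong as hits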
Target sequence (P47898 whole entry, looked up): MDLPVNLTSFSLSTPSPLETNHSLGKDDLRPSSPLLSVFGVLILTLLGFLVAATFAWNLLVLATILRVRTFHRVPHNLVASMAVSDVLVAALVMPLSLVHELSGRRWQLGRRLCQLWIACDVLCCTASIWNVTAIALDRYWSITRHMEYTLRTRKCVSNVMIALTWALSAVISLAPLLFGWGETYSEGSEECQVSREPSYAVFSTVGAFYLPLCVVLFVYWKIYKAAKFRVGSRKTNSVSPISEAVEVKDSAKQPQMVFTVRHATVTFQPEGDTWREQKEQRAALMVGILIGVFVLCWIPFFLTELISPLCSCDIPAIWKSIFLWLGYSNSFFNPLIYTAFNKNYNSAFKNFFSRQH
PKA-R2B act: activators of PKA-R2B holoenzyme, primary screen, biochemical, fluorescence polarization, Cy5-IP20, human | cAMP-dependent protein kinase catalytic subunit beta (Homo sapiens) + cAMP-dependent … | PKA-R2B holoenzyme dissociation; R2B truncated from residue 108, S112A mutant; 0% DMSO only, 100% 113 µM cGMP | activation, % at 11.4 µM | actives 0.079% (n = 340,000);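 active = activation above a cutoff set at the mean over all compounds plus 3 SD, cut at about 18% in these data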;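 note: higher means more holoenzyme dissociation and a rise in polarization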
phage Ecoli inh: growth loss of phage-infected E. coli, primary screen, RecBCD inhibitor project, absorbance, with phage, HTS. actives 0.26% (n = 360,000). inhibition, % at 11.9 µM; in the data active = inhibition above about 11%
HTR5A ag ctr: HTR5A agonists in luminescence cell assay, primary screen, counter-screen for OPRM1-OPRD1 heterodimer agonist project, full-deck HTS; activation, % at 9.3 µM; 5-hydroxytryptamine receptor 5A (Homo sapiens), P47898; AID 504692, 2011; cell-based; actives 0.61% (n = 340,000); in the data active = activation mostly above about 9.5%, no sharp cut-off; inactive = mostly below about 7.6%;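 note: 0% = cells with vehicle only and 100% = reference agonist; strong numbers were not always called active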
Starred values were filed as active, the others as inactive; i = inactive; ? = inconclusive; · = not tested or not shown.

Values in the order – DAGLB inh, CDK5 inh, Tat export inh, PKA-R1A activ, Ecoli viability, AddAB inh, SUMO Mot1 rescue, HTR5A inv ctr, PKA-R2B act, phage Ecoli inh, HTR5A ag ctr
- CC(C)NC(=O)c1ccc(-n2nc(C(F)(F)F)c3c2CCCC3)cc1
 : -2, -0.4, -7, -1, -0.8, 4.5, -5, -49, -6, -0.5, 13*
- Cc1cccc(/C=C\c2nc3ccccc3c(=O)[nH]2)c1
 : -5, 2.6, 2, -4, 1.2, 0.4, 14, -11, -14, 1.8, 3
- COc1ccc(N(C)C(=O)c2sc(Cl)nc2C)cc1
 : -2, 0.1, 2, 9, -0.8, 1.5, -3, 4, -2, 1.8, -1
- CC(C)(C)NC(=O)C(c1ccc(O)cc1)N(Cc1ccccc1)C(=O)CCC(=O)Nc1nccs1 (stereo not drawn)
 : 0, -3.5, 2, -1, -0.9, 0.9, -2, -4, 4, 0.9, 1
- COc1ccc(C(=O)N(CC2CCCO2)C(C(=O)NCCC(C)C)c2ccc(C)cc2)cc1OC (stereo not drawn)
 : 0, 1.0, -3, 3, 0.7, 4.2, 0, 0, -6, 0.7, 0
- CC(C)(C)c1cn(-c2ccc(F)cc2)c(=S)[nH]1
 : 4, 1.6, -3, 7, 1.8, -1.9, 20, 11, 6, 1.2, -4
- COC(=O)c1ccccc1NC(=O)C1CCN(C(=O)c2cc(OC)c(OC)c(OC)c2)CC1
 : 0, 0.3, -1, -9, 0.9, 2.2, 264, -6, -5, 1.3, -2
- Cc1ccc(CNC(=O)C23CN(Cc4ccccc4)CC2C(c2ccc([N+](=O)[O-])cc2)=NO3)cc1 (stereo not drawn)
 : -5, 0.1, 2, -10, -0.8, 2.6, 99, 7, -18, 1.9, 2
- Clc1ccc(OCc2nnc(SCc3nnc(-c4ccccc4)o3)o2)c(Cl)c1
 : -6, -1.0, 7, -13, -2.8, -0.9, -12, 8, 4, 0.7, -3
- COC(=O)c1c(-c2ccc(OC)cc2)sc2ccc(N3CCOCC3)cc12
 : -7, -0.7, 4, -5, -0.3, -0.9, 30, 2, 10, 2.4, -1
- Cc1ccc(S(=O)(=O)N2CCN(C(=O)CSc3nnc(C)s3)C2)cc1
 : -1, -0.5, -8, -3, -0.2, 4.4, 26, 1, -1, 3.0, 0
- CCCCC(CC)CNCc1cccn1CCN1CCOCC1 (stereo not drawn)
 : -2, -0.2, 28, -6, -3.1, -2.5, 0, -6, -1, 0.5, 2
- O=C(c1cccc(F)c1)N1CCN(CC2CC3C=CC2C3)CC1 (stereo not drawn)
 : 1, -0.6, 1, 1, -0.7, 4.1, 346, -9, -6, 2.1, -1
- Cc1ccccc1NC(=O)Nc1c(C)n(C)n(-c2ccccc2)c1=O
 : 1, -0.6, 1, 1, -0.4, -0.9, -20, -20, -1, 1.4, -2
- CCOC(=O)c1c(NC(=O)CSc2nccn2C)sc(C(=O)NC)c1C
 : 0, 0.0, 1, 0, -1.2, -0.8, -7, -14, -1, 0.3, -7
- Cn1c(=O)n(C)c2cc([N+](=O)[O-])c(N3CCN(C(=O)c4ccccc4)CC3)cc21
 : -4, 1.2, -4, -12, -0.1, 2.1, 3, 7, -8, 1.2, -3
- O=C(Cc1csc(-c2ccccc2)n1)NCc1ccco1
 : -1, -1.7, -4, -4, -1.8, 0.5, ·, 2, 1, 1.2, -1
- COC(=O)c1cc2oc(C)cc2n1CC(=O)Nc1ccc(C)c(C)c1
 : -4, 1.7, -6, 5, 0.6, 2.3, 8, -16, -1, 3.9, -4
- Cc1[nH]c2ccc(CNS(=O)(=O)c3ccc(S(=O)(=O)N4CCOCC4)cc3)cc2c1C
 : 2, -0.3, 4, -11, -0.7, 2.3, -10, -46, -2, 2.3, 0
- CCOc1ccc(/C(CCC(=O)O)=N/NC(=S)NCCc2ccccc2)cc1
 : 5, -0.7, 3, -7, -1.1, 1.2, -10, -1, -6, -0.2, -6
- O=C(Nc1ccc2c(c1)OCCO2)C1CCN(S(=O)(=O)c2cccc3nsnc23)CC1
 : 0, 1.0, -10, 4, -1.2, 1.4, 2, -16, -12, 1.7, 5
- O=C(CN1CCN(Cc2ccccc2F)C1=O)NCC1CCCO1 (stereo not drawn)
 : -2, -1.1, -2, 7, -2.5, -1.2, 11, -6, 1, 0.6, 2
- CC(C)NC(=O)C(=O)NCCc1ccc(Cl)cc1
 : -2, 0.5, -7, -5, -0.5, 1.8, -13, -13, -3, 2.5, 1
- CC1Cc2ccccc2N1C(=O)C(C)n1cc(C(F)(F)F)cc(Cl)c1=O (stereo not drawn)
 : -3, 0.9, 0, -6, 1.8, -2.1, 8, 9, 13, 3.5, -2
- O=C(/C=C/c1ccc([N+](=O)[O-])cc1)N1CCN(S(=O)(=O)c2ccccc2)CC1
 : -1, 0.5, 20, -17, -0.9, -2.3, 4, 4, -2, 3.5, -1
- c1ccc2nc3c(cc2c1)CCCCCC3
 : 0, -2.1, -3, 4, -0.4, 0.8, 1, -8, 8, 2.5, 0
- COc1cc(CCC(=O)Nc2nccs2)cc(OC)c1OC
 : -2, 3.8, 0, -12, 1.4, 2.9, 5, -13, 1, 0.1, 3
- O=C(O)CSc1nnc2c(n1)[nH]c1ccccc12
 : -1, -0.2, -1, -3, -1.4, 2.4, 1, 0, -1, 4.9, 0
- O=C(/C=C/Nc1ccccc1F)c1cccs1
 : -3, 2.8, -7, -3, 0.3, 3.8, -17, -9, 0, 3.0, -4
- O=C(CNC(=O)c1ccccc1F)NCCc1ccc(Cl)cc1
 : -4, 0.1, -6, -2, -3.1, 0.5, i, -18, -7, 1.2, 1

The list goes on:
molecule,DAGLB inh,CDK5 inh,Tat export inh,PKA-R1A activ,Ecoli viability,AddAB inh,SUMO Mot1 rescue,HTR5A inv ctr,PKA-R2B act,phage Ecoli inh,HTR5A ag ctr
COc1ccccc1-c1cc(C(=O)NN)[nH]n1,·,0.0,-3,·,-1.5,2.0,2,·,·,2.1,·
CC1CCN(C(=O)C2(NC(=O)Nc3cccc(F)c3)CCCCC2)CC1,-2,0.8,?,2,0.0,1.5,-14,-7,1,3.1,5
CON1C(=O)C(=O)N(OC)C2CCCCCC21 (stereo not drawn),-1,-2.9,3,7,-0.9,1.4,76,-12,-2,2.4,-1
COCCNc1nc(C)cc(-c2cc(C(=O)Nc3ccccc3)on2)n1,-1,1.1,-14,-10,-4.7,0.9,-12,1,-7,·,3
N#Cc1ccc(S(=O)(=O)N2CCN(Cc3cccs3)CC2)cc1,-2,-0.4,3,-6,1.1,1.5,9,9,8,0.8,-4
CC[C@]12c3[nH]c4ccccc4c3CCN1C(=O)C(CC(=O)NCCc1ccccn1)C[C@@H]2C(=O)N1CCN(C(=O)C2CC2)CC1 (stereo partly drawn),-3,-0.8,-11,-1,0.2,2.9,11,11,-10,0.2,-3
CCC(=O)Nc1ccc(C(=O)Nc2cccc(C)n2)cc1,1,-0.1,-18,2,-1.9,4.3,-13,-2,-5,6.0,1
O=C(Cn1cnc2sc(-c3ccccc3)cc2c1=O)NCc1ccco1,3,-3.4,11,-5,-2.2,2.1,6,14,-4,0.6,-6
Cn1cc(CN(Cc2ccccc2)C[C@@H]2CCC(=O)N2)c(-c2ccccc2F)n1,0,0.9,4,4,-1.6,1.4,-2,2,1,4.2,-1
O=C(O)c1ccc(S(=O)(=O)c2ccc3c(c2)C(=O)N(c2ccc(Br)cc2)C3=O)cc1,1,-1.2,-1,-8,0.2,1.9,8,-6,7,5.1,2
COc1ccccc1C(O)(C(=O)N(NC(C)=O)c1ccccc1)c1ccccc1OC,-5,-1.1,-9,6,·,·,·,-5,7,2.9,1
C/C(=N\NC(=O)c1cccc(S(=O)(=O)N2CCCCC2)c1)c1ccc(C)o1,0,-4.6,7,7,-2.2,-0.7,24,-8,-8,-0.2,3
CCOc1cc(C)c(Cl)cc1S(=O)(=O)n1nnc2ccccc21,1,-0.5,2,5,-0.1,1.2,20,-10,-7,0.2,5
COc1ccccc1NC1CCCCC1NS(=O)(=O)c1ccccc1 (stereo not drawn),-1,-9.2,8,-12,-2.7,1.2,0,-16,-5,-0.5,4
COc1ccccc1NC(=O)c1ccc(NC(=O)Cc2n[nH]c(=O)c3ccccc23)cc1,3,3.2,4,-8,1.8,-2.7,-43,3,1,3.1,-1
CCOc1ccc(OCc2ccc(C(=O)NCc3cccnc3)o2)cc1,-1,-0.6,-1,11,1.4,0.4,-5,-55,-3,3.8,1
CC(C)(C)NC(=O)c1sccc1C(=O)O,2,-0.8,-6,7,-1.5,0.8,3,-20,-6,2.6,2
COc1ccc(NC(=O)CNc2cccc(C#N)c2)cc1Cl,-5,-1.5,-6,5,1.0,1.7,·,-6,-12,-0.9,5
C=CCNC(=S)N1CCN(Cc2ccc3c(c2)OCO3)CC1,-2,-0.3,2,-4,-2.0,0.0,-4,17,1,-2.7,-5
COc1ccccc1C(=O)Nc1nnc(S(=O)(=O)N2CCCCCC2)s1,-6,-1.6,3,9,1.8,-2.1,337*,-23,3,3.9,8
CC(=O)Nc1nc(-c2ccc3ccccc3c2)cs1,0,-5.5,14,-8,-4.3,-4.0,7,-18,-15,1.7,5

Some of the entries so far, with each value named.
> O=C(Nc1ccc2c(c1)OCCO2)C1CCN(S(=O)(=O)c2cccc3nsnc23)CC1
  DAGLB inh = 0; CDK5 inh = 1.0; Tat export inh = -10; PKA-R1A activ = 4; Ecoli viability = -1.2; AddAB inh = 1.4; SUMO Mot1 rescue = 2; HTR5A inv ctr = -16; PKA-R2B act = -12; phage Ecoli inh = 1.7; HTR5A ag ctr = 5

> O=C(CN1CCN(Cc2ccccc2F)C1=O)NCC1CCCO1 (stereo not drawn)
  DAGLB inh = -2; CDK5 inh = -1.1; Tat export inh = -2; PKA-R1A activ = 7; Ecoli viability = -2.5; AddAB inh = -1.2; SUMO Mot1 rescue = 11; HTR5A inv ctr = -6; PKA-R2B act = 1; phage Ecoli inh = 0.6; HTR5A ag ctr = 2

> CC(C)NC(=O)C(=O)NCCc1ccc(Cl)cc1
  DAGLB inh = -2; CDK5 inh = 0.5; Tat export inh = -7; PKA-R1A activ = -5; Ecoli viability = -0.5; AddAB inh = 1.8; SUMO Mot1 rescue = -13; HTR5A inv ctr = -13; PKA-R2B act = -3; phage Ecoli inh = 2.5; HTR5A ag ctr = 1
